High-throughput results deposited in PubChem by National Center for Advancing Translational Sciences (NCATS).
RGS4 inh = human RGS4 inhibition; P49798; Transcreener GDP fluorescence polarization, RGS4-accelerated GTP hydrolysis; Potency, µM (titrated, usually from 114 µM), for the others: at the top dose activity change, negative = inhibition, usual class: inhibitors; 0.039% of 390,000 active; AID 504845; note: potency is the fitted concentration of half-maximal effect; % is set by controls: 0 for no effect and ±100 for the full control effect; nearly all actives have a fitted effect of over 75% in size; some results filed as inactive show a strong effect at the top dose
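MLSMR compounds (23 nl, pin-transferred) preincubated 10 min at room temperature with a 500nM (2x) first reagent, then RGS4 at 900nM (2x) plus Transcreener GDP mix added; fluorescence polarization (620/688 nm) read before and after 90 min at 30 °C.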
Vif-A3G inh = blocks the Vif interaction with human APOBEC3G. Potency, µM (doses to about 46.1 µM), inactives show at the highest dose activity, negative = active, usual class: inhibitors. AID 602310. HeLa A3G-eYFP + Vif (tagged APOBEC3G with the HIV-1 protein that degrades it), YFP fluorescence, overnight. 0.076% of 410,000 active;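 note: potency is the fitted concentration of half-maximal effect; % is set by controls: 0 for no effect and ±100 for the full control effect; nearly all actives have a fitted effect of over 60% in size; hits raise eYFP signal because A3G escapes Vif-driven loss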
Target sequence (Q9HC16 whole entry, looked up): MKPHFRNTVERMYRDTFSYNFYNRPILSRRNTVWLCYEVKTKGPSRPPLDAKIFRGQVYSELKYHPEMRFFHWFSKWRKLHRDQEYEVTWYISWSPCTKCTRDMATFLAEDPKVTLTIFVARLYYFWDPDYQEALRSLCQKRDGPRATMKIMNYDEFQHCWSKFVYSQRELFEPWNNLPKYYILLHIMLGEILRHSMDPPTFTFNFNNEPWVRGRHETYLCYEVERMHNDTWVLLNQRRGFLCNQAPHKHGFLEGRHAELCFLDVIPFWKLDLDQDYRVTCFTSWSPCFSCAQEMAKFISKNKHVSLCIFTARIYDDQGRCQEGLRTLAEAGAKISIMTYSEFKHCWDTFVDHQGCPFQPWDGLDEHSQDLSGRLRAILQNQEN
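Read-out is eYFP fluorescence (Ex 488/Em 500-530) from Vif-expressing HeLa A3G-eYFP cells; more signal means A3G escaped Vif-mediated degradation. Cells plated overnight, compound pinned in, incubated overnight at 37 deg C.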
Glioma ERSR ind = ER stress response induction in glioma | U87-MG GRP78 promoter luciferase reporter, 16 h | 0.02% of 420,000 active | Potency, µM, without a hit: at the highest dose activation, most hits filed as activators; note: potency is the fitted concentration of half-maximal effect; series mostly up to about 76 µM; % of control where 0% means no effect; nearly all actives have a fitted effect of over 35% in size
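Stably transfected U87-MG glioma cells carrying a GRP78-based luciferase sensor; 16 h compound incubation. Luminescence end-point read 10 min after Bright-Glo addition at room temperature.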
ERG-DNA inh = ERG Ets/DNA interaction inhibition | Potency, µM (series often up to 76.9 µM), without a hit: at the highest dose FP activity, negative = inhibition, actives largely listed as inhibitors | 0.028% of 370,000 active | P11308 | fluorescence polarization, His-ERG Ets domain / labelled DNA; active = well fitted inhibition curve with a large enough effect in the polarisation, with a control signal flat; inconclusive = small, poorly fitted or top-dose-only effect, or effect the other way, or a change in a side signal; inactive = no such curve, though single readings can be large or run the other way; the % refers to the polarisation;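 note: polarization taken with two DNA probes labelled with fluorescein and Texas red; potency is the fitted concentration of half-maximal effect; % of control where 0% means no effect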
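His-tagged ERG Ets domain (1 uM in the protein solution; 300mM KCl, 50mM Tris-HCl, 1mM EDTA, 1mM DTT, pH 7.5) received compound, then a probe mix of 5 nM fluorescein-DNA and 100nM Texas-615-DNA. Fluorescence polarization was read for both dyes.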
Vif-A3F inh = inhibitors of Vif-A3F interaction. HeLa A3F-eYFP + Vif (tagged APOBEC3F with the HIV-1 protein that degrades it), YFP fluorescence increase. Potency, µM (titrated, usually from 46.1 µM), inactives show top-dose activity, negative = active. 0.2% of 390,000 active; note: potency is the fitted concentration of half-maximal effect; % of control where 0% means no effect; nearly all actives have a fitted effect of over 65% in size
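Fluorescence increase (Ex 488/Em 500-530) after overnight compound treatment at 37 deg C flags inhibition of Vif-driven A3F-eYFP loss in stable HeLa A3F-eYFP/Vif cells seeded overnight beforehand.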
ALOX12 inh = ALOX12 (human) lipoxygenase inhibition; P18054; purified 12hLO, xylenol orange hydroperoxide absorbance; Potency, µM (top dose mostly 108 µM), without a hit: at the highest dose activity change, negative = inhibition, actives largely listed as inhibitors; 1.1% of 580,000 active; note: potency is the fitted concentration of half-maximal effect; % is set by controls: 0 for no effect and ±100 for the full control effect
Target sequence (P18054 whole entry, looked up): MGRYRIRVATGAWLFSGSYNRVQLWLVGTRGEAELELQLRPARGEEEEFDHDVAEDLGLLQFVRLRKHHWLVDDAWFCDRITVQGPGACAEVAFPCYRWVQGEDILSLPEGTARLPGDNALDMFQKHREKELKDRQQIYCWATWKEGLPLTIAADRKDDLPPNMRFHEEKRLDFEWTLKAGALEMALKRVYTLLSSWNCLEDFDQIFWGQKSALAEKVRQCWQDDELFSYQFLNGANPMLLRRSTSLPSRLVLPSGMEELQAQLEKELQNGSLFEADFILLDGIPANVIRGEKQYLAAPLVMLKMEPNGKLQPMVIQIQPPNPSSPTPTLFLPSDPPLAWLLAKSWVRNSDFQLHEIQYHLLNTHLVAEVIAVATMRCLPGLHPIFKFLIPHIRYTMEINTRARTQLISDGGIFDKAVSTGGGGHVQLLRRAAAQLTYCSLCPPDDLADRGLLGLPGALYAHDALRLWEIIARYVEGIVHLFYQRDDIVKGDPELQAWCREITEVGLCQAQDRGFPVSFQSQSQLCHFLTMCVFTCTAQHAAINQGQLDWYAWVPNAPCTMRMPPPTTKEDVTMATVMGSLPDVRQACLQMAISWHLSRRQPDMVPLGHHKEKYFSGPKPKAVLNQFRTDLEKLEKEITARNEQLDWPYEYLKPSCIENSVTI
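Hydroperoxide product was detected by ferrous iron/xylenol orange as the 573 to 405 nm absorbance ratio. Arachidonic acid at 40 uM (final) was turned over for 30 min at room temperature by 150 nM human 12hLO, pH 7.0 Hepes buffer, after 15 min compound preincubation.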
D2 antag = antagonizes the human D2 dopamine receptor; AID 485344; 2% of 340,000 active; HEK293 TREx D2 cells, calcium flux, dopamine EC80; P14416; inhibition, % at 10 µM; in the data active = inhibition above about 30%; note: 0% is about no effect
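Measurement of antagonist activity uses fluorescent calcium dye in inducible HEK293 T-REx D2 cells: 10 s baseline, compound addition with 180 s read, EC80 dopamine addition with a further 180 s read.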
D2 ag = D2 dopamine receptor (human) agonism | P14416 | HEK293 T-REx D2 cells, calcium flux agonist mode | activation, % at 2 µM | 0.53% of 340,000 active | AID 485358;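 active = activation over 3 SD above normal in the single-dose calcium agonist read, cut at about 30% in these data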; note: 0% is about no effect
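Tetracycline-induced HEK293 T-REx cells with force-coupled D2 receptor, plated overnight at 30 C, loaded with no-wash calcium dye. After a 10 s baseline, compound was pin-added and calcium flux read kinetically for 180 s; calcium rises flagged agonists.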
LDHA block = inhibitors of human lactate dehydrogenase A; AID 1347041; purified LDHA, NADH/diaphorase-resazurin fluorescence; active compounds read low; 0.15% of 480,000 active; activity change, % (values are at about 110 or 230 µM); P00338; in the data active = activity change below about -30%; inconclusive = mostly about -25% to -30%;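 note: plate controls were DMSO wells for no effect and wells without enzyme for full effect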
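Remaining NADH was detected by diaphorase (0.133 mg/mL) converting 37 µM resazurin to fluorescent resorufin, read at 0 and 20 minutes. The preceding 5-minute room-temperature reaction used 2 nM LDHA, 0.2 mM sodium pyruvate and 0.06 mM NADH at pH 7.4.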
* hit, by the source's call; ? = inconclusive; . = not tested or not shown; [ ] = remark or other dose. Unless noted, calls come from the whole dose curve; as a rule, active = well fitted curve in the direction sought with a large enough effect; inconclusive = small, poorly fitted or top-dose-only effect, or another doubt; inactive = no such curve, though single readings can be large; an effect the other way counts as inactive or inconclusive.

SMILES	RGS4 inh	Vif-A3G inh	Glioma ERSR ind	ERG-DNA inh	Vif-A3F inh	ALOX12 inh	D2 antag	D2 ag	LDHA block
OC1O[C@H](c2ccc3c(c2)OCO3)[C@H]2CO[C@H](c3ccc4c(c3)OCO4)[C@@H]12 (stereo partly drawn)	10%	5%	1%	-1%	10%	1%	3	0.3	3
COc1ccc(-c2nnn(-c3ccc(Cl)cc3Cl)c2N)cc1	1%	3%	0%	8%	1%	197%[activator]	12	0.3	-2
C=Cn1cc[n+](CC(=O)c2ccc(Cl)cc2)c1	-11%	0%	-1%	0%	-5%	-7%	-6	-0.3	-8
Brc1ccc(COc2cccc3cccnc23)cc1	23%	-8%	7%	9%	0%	205%[activator]	.	.	2
CCOC(=O)c1cc(-c2ccccc2)sc1NC(=O)C(C)OC(=O)c1cccnc1OCC (stereo not drawn)	19%	-1%	-4%	-3%	-3%	-12%	-5	0.6	-8
CC1(C(=O)NS(=O)(=O)Cc2ccccc2)CCN1C(=O)c1ccc(C2CCCCC2)cc1 (stereo not drawn)	.	0%	-2%	.	.	-4%	.	.	-3
c1ccc2nc3c(ccc4ccccc43)cc2c1	-6%	-10%	-5%	5%	-23%	-10%	.	.	-4
O=C1CCC(C(=O)OCc2ccccc2)N1 (stereo not drawn)	9%	3%	-3%	-5%	-8%	-24%	-3	0.7	-2
CCC(C)n1cnc2c(c1=O)c1nc3ccccc3nc1n2Cc1ccccc1OC (stereo not drawn)	11%	-7%	-2%	3%	-12%	0%	14	-1.0	-6
Cc1ccc(C(NC(=O)/C=C\c2ccc3c(c2)OCO3)C(=O)Nc2ccc3c(c2)OCO3)cc1 (stereo not drawn)	13%	-3%	-3%	4%	-9%	-11%	10	0.5	-6
COC(=O)C1CCN(S(=O)(=O)c2ccc(Br)s2)CC1	11%	-6%	-3%	.	7%	?	11	0.4	-11
CCOc1ccc(CCNC(=O)c2cc3cc4cc(OC)ccc4nc3s2)cc1OCC	8%	-7%	0%	0%	-6%	-21%	.	.	-1
COc1cccc(Cl)c1NC(=O)N1CCN(c2cc(C)nc3ccccc23)CC1	-30%	0%	-6%	6%	14%	213%[activator]	-7	-1.2	-1
Cc1ccc(NC(=O)Cn2ccc(=O)[nH]c2=O)cc1	-5%	-1%	4%	11%	3%	-7%	1	.	1
COc1ccc(C(=O)NCc2ccco2)cc1S(=O)(=O)NC1CC1	-18%	-2%	-4%	-5%	-8%	6%	-24	0.7	-2
CC(C)CCn1nnnc1CN1CCN(c2ccccc2)CC1	8%	1%	-2%	-5%	5%	-8%	50*	52*	-7
CC(C)N1CC(C(=O)Nc2ccc(Cl)c(Cl)c2)CC1=O (stereo not drawn)	26%	1%	1%	1%	0%	0%	4	3.5	-4
Cc1ccc2c(CC(=O)OCC(=O)N(CC(C)C)c3c(N)n(Cc4ccccc4)c(=O)[nH]c3=O)coc2c1	-1%	-8%	-7%	12%	?	?	-8	-0.8	-11
Cc1cccc(OCc2nc(C#N)c(N3CCCC3)o2)c1	8%	0%	-3%	13%	8%	-4%	-16	0.5	3
Cc1ccc(NS(=O)(=O)c2cccs2)cc1S(=O)(=O)N1CCCCCC1	1%	2%	-4%	12%	-8%	?	-16	1.8	2

Entries listed so far shown as hits in D2 antag:
Compound,RGS4 inh,Vif-A3G inh,Glioma ERSR ind,ERG-DNA inh,ALOX12 inh,D2 antag,LDHA block
CC(C)CCn1nnnc1CN1CCN(c2ccccc2)CC1,8%,1%,-2%,-5%,-8%,50*,-7

Back to the main list; the two compounds before the break are reprinted first.
SMILES	RGS4 inh	Vif-A3G inh	Glioma ERSR ind	ERG-DNA inh	Vif-A3F inh	ALOX12 inh	D2 antag	D2 ag	LDHA block
Cc1cccc(OCc2nc(C#N)c(N3CCCC3)o2)c1	8%	0%	-3%	13%	8%	-4%	-16	0.5	3
Cc1ccc(NS(=O)(=O)c2cccs2)cc1S(=O)(=O)N1CCCCCC1	1%	2%	-4%	12%	-8%	?	-16	1.8	2
Cc1cc(C(=O)O)ccc1-c1ccc(/C=C2\NC(=O)N(Cc3ccc(F)cc3)C2=O)o1	11%	-4%	0%	11%	-16%	-22%	11	-1.1	-4
COc1cc(-n2c(=O)c3ccccc3n(CC(=O)OCc3ccccc3)c2=O)cc(OC)c1OC	-10%	2%	-1%	5%	-1%	-21%	8	0.3	-3
COc1ccc(S(=O)(=O)N2CCN(c3ncnc4c(-c5ccccc5)nsc34)CC2)cc1	9%	1%	2%	-4%	-1%	3%	-4	-0.9	-4
CCc1ccc(/C=C2\SC(=S)N(CCCC(=O)Nc3nccs3)C2=O)cc1	-29%	1%	-12%	-14%	-3%	0%	-18	-1.7	-4
CCOC(=O)N1CCN(C(=O)CN(c2ccc(C)cc2C)S(=O)(=O)c2ccccc2)CC1	3%	-3%	-4%	-3%	-6%	-17%	.	-1.2	-4
Cc1ccc([C@@H]2CC(=O)[C@@H]3CN(S(=O)(=O)c4ccc(C)cc4)[C@H](c4ccccc4)C[C@@H]3N2S(=O)(=O)c2ccc(C)cc2)cc1	.	-2%	1%	.	.	3%	.	.	-2
CCn1c(SCC(=O)Nc2ccc3c(c2)OCCO3)nnc1-c1c[nH]c2ccccc12	10%	0%	1%	-10%	1%	6%	-8	0.4	-18
Cn1c(=O)c(=O)n(C)c2cc(S(=O)(=O)N3CCN(C4CCCCC4)CC3)ccc21	-2%	2%	-3%	1%	-5%	10%	-5	1.0	0
O=C(COC(=O)c1cccc(F)c1)Nc1cccc(S(=O)(=O)N2CCOCC2)c1	.	1%	-5%	.	1%	-6%	.	.	0
COC(=O)C(CCSC)NC(=O)C(NC(=O)C1CCC(C)CC1)C(C)C (stereo not drawn)	-23%	1%	-3%	4%	6%	78%[activator]	-11	12	-2
COc1cccc(C(=O)NCC(=O)OCc2cc(=O)n3ccsc3n2)c1	10%	4%	-1%	8%	4%	-12%	.	-0.7	-4
CC(=O)c1cc(C(=O)NC2CCCc3c2cnn3-c2cc(C)cc(C)c2)[nH]n1 (stereo not drawn)	7%	0%	5%	-1%	-9%	1%	9	-0.4	-3
CC1=C(C#N)C(c2ccc3ncccc3c2)C(C#N)=C(C)N1	-12%	0%	-2%	.	1%	-6%	-2	0.8	-1
COc1ccc(CC2(CO)CCN(S(=O)(=O)N(C)C)CC2)cc1	18%	0%	-3%	-6%	-9%	6%	9	-0.7	-12
O=C(OCC(=O)N1CCCc2ccccc21)C1CCN(S(=O)(=O)c2cccs2)CC1	13%	0%	-5%	0%	-16%	0%	-9	-0.4	-2
CCN1CC2CCCC3(C1)C(=O)NC1(CCCCC1)N=C23 (stereo not drawn)	49%	1%	-3%	0%	-7%	0%	-6	1.3	-3
COCCN1C(=O)c2[nH]nc(-c3ccccc3O)c2C1c1ccc(OCc2ccccc2)c(OC)c1 (stereo not drawn)	-4%	-8%	1%	5%	-9%	-22%	.	-3.8	1
COc1cc(OC)cc(C(=O)N(Cc2ccco2)c2c(N)n(Cc3ccccc3)c(=O)[nH]c2=O)c1	-7%	-8%	1%	16%	-9%	?	.	.	2
C=Cc1ccc(Cn2c(C)c(C(=O)NCc3ccc(C#N)cc3)sc2=O)cc1	.	3%	-3%	.	.	-7%	.	.	0
CN(C)c1ccc(C2Nc3ccccc3C(=O)N2CCN2CCNC2=O)cc1 (stereo not drawn)	-14%	1%	-2%	11%	-2%	126%[activator]	-10	0.1	15
CN1CCCC(OC(=O)c2ccc(C#N)cc2)C1 (stereo not drawn)	19%	-2%	0%	0%	-2%	0%	-14	0.9	-6
COC(=O)c1sccc1NC(=O)CCC1CCCC1	18%	0%	1%	-7%	-8%	0%	10	0.4	-4
Cc1cc(C)cc(NC(=O)C2CC3CCC2C3)c1 (stereo not drawn)	-14%	-2%	8%	0%	-6%	15%	56*	-1.7	2
Cc1cccc(C(=O)N2CCc3cc(CNS(=O)(=O)c4ccc(F)c(Cl)c4)ccc32)c1	-16%	-7%	-3%	0%	-20%	0%	.	-0.9	-2
CN1C(=O)[C@H]2[C@@H](c3ccc(C(F)(F)F)cc3)N[C@]3(CCCN(Cc4ccco4)C3=O)[C@H]2C1=O	.	1%	-4%	.	-1%	-10%	.	.	-3
COc1ccc(CCNC(=O)Cc2cc(OCc3ccccc3)c(OC)cc2[N+](=O)[O-])cc1OC	19%	-7%	-3%	-2%	2%	7%	-1	-1.6	-3
CN(C)S(=O)(=O)c1cc(NC(=O)COC(=O)C2COc3ccccc3O2)ccc1Cl (stereo not drawn)	7%	1%	-2%	-8%	-1%	-9%	-4	-1.4	-7
CC(C)(C)c1ccc(Oc2ccc(NC(=O)c3cccs3)cn2)cc1	-3%	6%	-5%	5%	?	1%	-1	8.9	6
Oc1ccc(N=Nc2cccc(C(F)(F)F)c2)cc1C=Nc1ccc(N2CCOCC2)cc1	13%	2%	1%	-12%	-2%	-10%	3	-0.3	-1
COc1cccc(CN2C(=O)Nc3ccccc3C(=O)N2C(C)(C)C)c1	7%	-2%	-3%	4%	-3%	0%[57.4 µM]	15	0.6	-1
O=C(c1ccc2ccccc2c1)C1CCCN(C(=O)c2cnccn2)C1 (stereo not drawn)	-8%[56.9 µM]	-2%	0%	-6%	4%	-3%	5	0.1	-1
CNS(=O)(=O)c1ccc(C(=O)NCC(=O)NCCC(c2ccccc2)c2ccccc2)cc1	-4%	0%	-4%	12%	2%	6%	2	-0.4	3
CC(=O)N1c2ccccc2N(Cc2ccc(C)cc2C)C(=O)C1(C)C	12%	?	-3%	-15%	-2%	1%[57.4 µM]	-9	1.0	2

Not all compounds are listed. The share of hits here may be higher or lower than overall.
